hcDAF-12 act = H. contortus DAF-12 activation, primary screen; AID 652067; HEK293 hcDAF-12 lit1-tk-luc reporter, luminescence; 0% DMSO, 100% Δ7-dafachronic acid; 1.4% of 370,000 active; activation, % at 6.8 µM;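 active = activation above the mean of all tested compounds plus 3 SD, cut at about 5.5% in these data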;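 also: 100% = response to 3 µM Δ7-dafachronic acid high control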
SMARCA2 act = increases SMARCA2 function in MMTV reporter cells. MG213 cells, MMTV-luciferase reporter, dexamethasone, overnight. activation, % at 9.1 µM. 1% of 370,000 active; in the data active = activation above about 7.8%;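 also: 0% = vehicle wells and 100% = reference activator wells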
DAX1 inh-1 = NR0B1 (DAX1) inhibition; P51843; 0.99% of 340,000 active; HEK293 Gal4-DAX1 luciferase reporter, luminescence; inhibition, % at 6.75 µM; AID 504766;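 active = inhibition above the mean over all tested compounds plus 3 SD, cut at about 4.2% in these data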;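 also: 0% = DAX1-transfected cells with DMSO and 100% = empty-vector control cells with DMSO; inhibition shows as a rise in luminescence from relieved DAX1 repression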
hgDAF-12 ag = hgDAF-12 agonism, primary luciferase screen | HEK293 GAL4-hgDAF12 UAS-luciferase reporter, agonist luminescence; normalized to butyrate control | 1.8% of 370,000 active | activation, % at 6.8 µM;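 active = activation above a cutoff set at the mean of all screened compounds plus 3 SD, cut at about 10% in these data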;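 also: 0% = DMSO wells and 100% = sodium butyrate wells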
NPR2 activator = GC-B (human) receptor activation; activation, % at 10 µM; 0.11% of 370,000 active; P20594; AID 1920062; HEK293-GC-B cells, CNP EC30, cGMP TR-FRET; 0% at EC30 CNP, 100% saturating CNP;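 active = activation at 10 µM reaching about 35% in either raw or pattern-adjusted values, limit read from the data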
DAX1 inh-2 = blocks DAX1 repression of SF-1 activated StAR promoter. 1.1% of 370,000 active. AID 652010. inhibition, % at 6.8 µM. HEK293T StAR-luciferase reporter, SF-1/DAX-1 repression relief;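 active = inhibition above the mean over all tested compounds plus 3 SD, cut at about 3.6% in these data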;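 also: 0% = DAX-1 cells with DMSO and 100% = cells lacking DAX-1 with DMSO; higher inhibition means more luminescence from relief of DAX-1 repression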
proKLK7 act = activates the human kallikrein-7 zymogen. activation, % at 7 µM. 0.9% of 370,000 active. AID 652039. purified proKLK7, EDANS-DABCYL substrate fluorescence; 100% is mature enzyme control, 0% vehicle;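 active = activation above the mean of all tested compounds plus 3 SD, computed per campaign excluding outliers beyond control limits, cut at about 13% in these data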
ssDAF12 agonist = S. stercoralis DAF-12 activation, primary screen; HEK293 ssDAF-12/GRIP1 lit1-tk-luc reporter, luminescence; % of 3 µM dafachronic acid response; activation, % at 6.8 µM; 1% of 370,000 active; AID 652126;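 active = activation above the mean over all tested compounds plus 3 SD, cut at about 0.9% in these data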;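 also: 0% = DMSO-only wells and 100% = 3 µM delta7-dafachronic acid wells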
FXN GAA850 act = frataxin GAA850 promoter activation; HEK293 lucGAA850 FXN promoter luciferase reporter, 24 h; percent of 10 µM SAHA response; activation, % at 6 µM; 0.56% of 360,000 active; AID 540364;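 active = activation above the average of all compounds screened plus 3 SD, cutoff fixed separately per campaign, cut at about 7.5% in these data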;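 also: 0% = DMSO wells and 100% = 10 µM SAHA wells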
GC-A act = GC-A (human) enzyme activation; HEK293 GC-A cells, cGMP TR-FRET, EC30 ANP; 0% at EC30 ANP, 100% saturating ANP; activation, % at 10 µM; 0.14% of 370,000 active; AID 1671463; in the data active = activation above about 40%
Target sequence (P16066 whole entry, looked up): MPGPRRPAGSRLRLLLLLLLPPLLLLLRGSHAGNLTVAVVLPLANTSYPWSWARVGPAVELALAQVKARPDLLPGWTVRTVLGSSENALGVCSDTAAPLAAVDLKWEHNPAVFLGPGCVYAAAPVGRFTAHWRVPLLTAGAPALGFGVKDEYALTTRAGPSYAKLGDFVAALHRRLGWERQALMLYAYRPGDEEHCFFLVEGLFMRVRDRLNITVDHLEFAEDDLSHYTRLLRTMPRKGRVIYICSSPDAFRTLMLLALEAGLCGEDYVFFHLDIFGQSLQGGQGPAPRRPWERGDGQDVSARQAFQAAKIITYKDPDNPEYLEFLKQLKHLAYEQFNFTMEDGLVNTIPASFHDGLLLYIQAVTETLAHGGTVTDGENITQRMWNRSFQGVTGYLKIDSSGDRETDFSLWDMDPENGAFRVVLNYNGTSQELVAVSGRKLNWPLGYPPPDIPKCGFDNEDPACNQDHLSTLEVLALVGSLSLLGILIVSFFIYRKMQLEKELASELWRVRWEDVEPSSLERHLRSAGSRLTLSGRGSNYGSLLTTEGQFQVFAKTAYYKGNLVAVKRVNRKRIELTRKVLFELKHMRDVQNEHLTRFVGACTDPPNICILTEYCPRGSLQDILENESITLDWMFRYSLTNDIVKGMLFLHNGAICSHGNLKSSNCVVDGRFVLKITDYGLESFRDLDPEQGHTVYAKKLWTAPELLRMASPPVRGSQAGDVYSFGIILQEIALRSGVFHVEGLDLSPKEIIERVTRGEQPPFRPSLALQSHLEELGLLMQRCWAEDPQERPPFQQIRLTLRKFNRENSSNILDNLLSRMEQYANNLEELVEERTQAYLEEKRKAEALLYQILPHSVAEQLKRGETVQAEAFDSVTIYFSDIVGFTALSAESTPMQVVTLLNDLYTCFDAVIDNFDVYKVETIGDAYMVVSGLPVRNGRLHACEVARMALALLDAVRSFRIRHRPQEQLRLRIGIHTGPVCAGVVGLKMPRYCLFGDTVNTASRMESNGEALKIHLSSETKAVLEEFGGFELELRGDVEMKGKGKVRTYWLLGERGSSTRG
HGIII-sPLA2 inh = Inhibits HGIII-sPLA2 liposome hydrolysis, primary screen. QFRET BODIPY PC-A2 liposome hydrolysis, fluorescence. Q9NZ20. 0.56% of 370,000 active. AID 743126. inhibition, % at 12.2 µM;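 active = inhibition above mean plus 3 SD of compounds lying within the high and low control bounds, cut at about 19% in these data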;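 also: 0% = median of test compound wells and 100% = no enzyme DMSO wells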
The depositor's hits bear a star; . = no result given.

SMILES	hcDAF-12 act	SMARCA2 act	DAX1 inh-1	hgDAF-12 ag	NPR2 activator	DAX1 inh-2	proKLK7 act	ssDAF12 agonist	FXN GAA850 act	GC-A act	HGIII-sPLA2 inh
COc1ccc(C2=NN(S(C)(=O)=O)C(c3ccc4nccnc4c3)C2)cc1 (configuration not stated)	8.4*	4	0.4	6.9	-1	1.4	0.1	0.5	3.6	0	-4
CC(=O)N/C(=C/c1ccccc1)C(=O)NC(Cc1ccccc1)C(=O)O (configuration not stated)	-0.8	-2	0.0	11*	8	0.0	0.3	-0.9	1.1	3	3
CCc1ccccc1NC(=O)CSc1nc2ccccc2n1CC(=O)N1CCCC1	0.2	3	0.4	-0.9	0	-0.4	0.0	-0.8	1.6	0	0
O=C(c1cccc(-c2cccc3nccn23)c1)N1CCOCC1	0.6	-6	.	0.0	4	-0.8	0.0	-1.1	0.6	0	13
CCOc1ccc(NC(=O)CCCN2C(=O)C(c3ccccc3)Oc3cccnc32)cc1 (configuration not stated)	-3.0	-2	0.2	-0.8	-1	0.1	0.3	-0.9	4.0	2	-13
Nc1nc(CSC(=S)N2CCOCC2)nc(Nc2ccccc2)n1	6.1*	8	5.0*	1.4	3	1.1	0.4	-1.2	6.7	-1	0
CC(C)n1c(=O)[nH]c(=O)n1C(C)C	-2.2	-4	-0.2	-0.8	1	-0.8	-0.5	-0.7	0.9	-4	13
Cc1ccc(F)cc1NC(=O)COC(=O)C1CCN(c2ccc(C(F)(F)F)cn2)CC1	-0.2	-1	-0.2	1.4	-9	0.9	-0.2	-0.8	0.3	1	-11
COc1ccc(NC(=O)C2Cc3ccccc3CN2C(=O)c2ccco2)cc1 (configuration not stated)	2.6	1	-0.3	5.9	0	0.4	-0.3	-1.0	1.4	-7	-3
Cc1ccccc1CN1C(=O)c2ccccc2C1c1nnnn1C(C)C (configuration not stated)	-2.8	0	.	0.1	1	-0.8	0.0	-0.4	.	0	1
Cc1ccccc1NC(=O)CCN1CCN(CCO)CC1	0.3	2	0.7	0.3	2	0.7	0.9	-1.1	0.6	2	3
Cn1c(N2CCOCC2)c(C#N)c2ccccc21	0.2	0	-1.9	1.1	2	-0.7	-0.1	-1.1	-0.1	2	0
O=C(CSCc1cccc(Cl)c1)OCc1nc2ccsc2c(=O)[nH]1	-1.5	3	-0.4	0.1	-6	0.1	0.8	-0.8	2.5	2	0
CC(C)n1c(SCC(=O)Nc2ccccc2)nc2c1c(=O)n(C)c(=O)n2C	-2.2	2	-0.2	-2.7	-2	-1.1	0.4	-1.7	1.2	2	-6
Cc1cccc(NC(=O)c2ccc(COc3ccccc3)o2)n1	3.6	5	0.7	2.4	8	1.3	-0.3	-0.4	-1.0	1	4
O=C(Nc1cccc([N+](=O)[O-])c1)c1cnccn1	-1.9	-1	-0.8	-2.4	-1	0.2	0.2	-1.1	0.5	1	3
COc1ccc(-c2c(-c3ccc(OCC(=O)NN)cc3O)n[nH]c2C)cc1	-0.8	-4	-1.4	-2.2	-5	0.5	-0.1	-1.7	-0.8	3	-6
COc1ccc(OC)c(C(=O)CSc2nnc(-c3cccs3)n2C)c1	-0.9	1	0.4	0.7	-4	-0.1	0.1	-1.2	-0.6	6	5
CCN(CC(=O)NCc1cccs1)C(=O)c1cccc(S(=O)(=O)N(C)C)c1	-1.1	0	0.0	5.4	3	-0.1	0.8	-0.3	-0.6	1	-6
Cc1[nH]c(=O)[nH]c(=O)c1/C=N/NC(=O)[C@H](C)N	5.1	-2	5.7*	-1.6	4	0.0	-0.2	-0.3	1.7	1	-1
Cc1cnc(NC(=O)CN2CCN(c3ccccc3F)CC2)s1	0.1	0	-0.2	-2.4	0	-0.7	0.1	-0.8	3.3	-1	-2
COc1ccc(CN2CCN(CC=C(C)C)C(CCO)C2)cc1Cn1cccn1 (configuration not stated)	1.1	0	0.4	-1.9	-2	-0.7	-0.1	-0.7	1.4	5	5
OCCN1CCN(Cc2cc(Br)cc(Br)c2O)CC1	-1.2	-2	2.3	2.1	5	-0.2	-0.6	-0.9	1.0	2	-6
Cc1ccc(C(=O)NCCCNC(=O)c2ccccc2F)cn1	-0.8	0	-1.3	0.3	1	0.1	0.0	-1.2	1.4	5	7
CCCS(=O)(=O)N1CCC(C(=O)NCCN2CCC(Cc3ccccc3)CC2)CC1	0.2	-2	-1.0	0.3	-5	-0.2	-0.6	-1.6	-2.6	-5	-4
COc1ccc(S(=O)(=O)NC2(C(F)(F)F)N=C3SCCN3C2=O)cc1 (configuration not stated)	0.1	0	-0.3	0.3	0	-0.6	0.8	-0.1	1.8	-2	-3
CC1CCC2(CC1)NC(=O)N(CC(=O)c1ccc(Cl)s1)C2=O (configuration not stated)	0.1	0	0.1	-2.7	-4	-1.2	0.1	-0.4	2.1	0	2
CS(=O)(=O)c1ccc(Cl)c(NC(=O)COC(=O)/C=C/c2cnc3ccccc3n2)c1	1.4	4	0.5	0.4	4	0.3	-0.5	-0.6	0.2	-1	3
OCC#CCSc1nnc(-c2ccccc2Br)o1	-0.8	0	-0.6	1.1	5	1.0	0.1	-1.7	4.6	6	0
O=C(Nc1cc(C(F)(F)F)ccc1N1CCOCC1)c1ccc(Cl)nc1	1.2	1	0.0	0.1	-2	-0.1	0.6	-1.4	1.8	-1	1
Cc1ccc(CCC(=O)Nc2ccc(CC(=O)O)cc2)o1	-0.8	0	0.9	3.3	-2	0.0	0.6	-1.3	-0.6	3	-8
CCn1ncc(S(=O)(=O)NCc2ccccc2Cl)c1C	-1.6	1	-0.5	-1.0	6	0.3	0.0	-0.7	-0.3	-2	0
CCOCCCNc1nc2c(C)cccn2c(=O)c1/C=C1\SC(=S)N(C(C)CC)C1=O (configuration not stated)	0.2	6	0.5	0.4	-4	0.2	0.6	-1.4	-1.1	0	1
COc1ccc(OC)c(C(=O)CSc2nnc(SCc3cccc4ccccc34)s2)c1	-1.3	1	.	-1.5	-4	0.3	-0.7	-1.8	.	0	-1
CN(C)c1nc(N(C)C)nc(N2CC(=O)N(c3ccccc3)C2=N)n1	-1.0	-1	-2.4	0.0	3	0.7	0.1	-1.0	-0.7	3	4
Cc1ccc2[nH]c(=O)c3cc(C(=O)NC(C)C)sc3c2c1	-0.5	0	-0.5	-1.8	10	-0.4	-2.4	-1.8	-0.3	13	-2
CCCc1c(NC(=O)Nc2ccc(F)cc2)cnn1-c1ccc(Cl)cc1	-4.8	-2	-1.2	-8.0	1	0.3	0.7	-1.4	-1.4	4	-18
COc1ccc(NC(=O)Nc2c[nH]c(=O)[nH]c2=O)cc1OC	-2.3	1	-0.5	-0.3	-2	-0.1	0.2	-1.6	-0.7	-3	-1
CCC(C)NS(=O)(=O)c1ccc(-c2csnn2)s1 (configuration not stated)	-0.5	2	-1.0	-1.7	-2	-0.8	0.1	0.2	2.1	-6	0
Cc1ccc(C(=O)N/N=C/c2c(O)ccc3ccccc23)cn1	-3.1	-2	-3.4	-11	-4	-1.9	-7.0	-2.3	-8.9	-2	30*
O=C(COC(=O)Cc1ccccc1[N+](=O)[O-])NNC(=O)c1ccc([N+](=O)[O-])cc1	0.7	-3	-0.4	-1.0	-2	-0.7	0.8	-1.5	2.0	0	0
CCOC(=O)C1=C(C)NC(=O)NC1c1c(O)ccc2ccccc12 (configuration not stated)	-0.5	-2	-0.5	-0.6	2	1.7	-0.9	-1.3	2.1	13	6
CCCC1CCC(c2ccc(/C(N)=N/O)cc2)CC1 (configuration not stated)	0.8	0	1.3	0.6	-5	0.6	-0.8	-1.7	2.3	-3	-15
C[C@H](NC(=O)OC(C)(C)C)C(=O)N/N=C/c1ccc2nccnc2c1	0.6	0	.	1.0	0	-0.6	0.3	-1.5	0.4	-2	2
Cc1cc(C)c(C2=NOC3c4ccccc4OCC23)c(C)c1 (configuration not stated)	-2.6	-3	.	2.1	3	0.0	0.8	-0.6	.	2	-2
Cc1ccc(CSCCNS(=O)(=O)c2ccc(C)cc2)cc1	-0.7	1	1.2	-1.4	4	-0.5	0.1	-1.0	1.3	-4	-8
COc1ccc(N(C(=O)C(C)C)S(=O)(=O)c2cccc([N+](=O)[O-])c2)cc1	-2.6	-5	-0.1	-1.1	-5	0.2	0.4	-1.1	0.3	-6	1
CCOC(=O)N1CCC(NC(=O)CN2C(=O)COc3ccc(C(C)(C)C)cc32)CC1	-1.2	2	-0.9	-3.0	-2	0.0	-0.4	-1.3	-0.2	3	1
O=C(Cc1ccc(S(=O)(=O)N2CCOCC2)s1)N1CCN(S(=O)(=O)c2ccccc2F)CC1	-1.9	0	-0.9	-0.4	7	-0.9	0.8	-1.1	1.7	5	-57
CCOc1ccc(-c2cn(-c3cccc(SC)c3)c(=O)[nH]2)cc1	1.6	-3	0.7	-2.8	-1	-0.4	-1.2	-0.9	1.4	4	-17
CC(=O)Nc1ccc(NC(=O)COC(=O)c2c3c(nc4ccccc24)CCN(Cc2ccccc2)C3)cc1	-5.0	-1	-2.3	-5.7	21	-1.0	1.5	-1.5	-7.1	2	-11
CC(=O)Nc1ccc(C(=O)OCC(=O)Nc2ccc(S(=O)(=O)N3CCOCC3)cc2)cc1	-0.8	-3	0.9	-0.6	-5	0.0	-1.2	-0.8	-0.3	-4	-14
CCCC(=O)Nc1ccc(-c2csc(N/N=C\c3ccncc3)n2)cc1	-4.3	0	-6.1	-4.0	-3	-1.5	0.6	-1.4	-4.1	2	-2
O=C(COc1ccccc1)Nc1ccc(S(=O)(=O)Nc2ncccn2)cc1	2.5	1	-0.1	0.0	2	-0.2	0.2	-1.1	3.6	-3	-4
F[B-](F)(F)COCc1ccccc1Br	-0.2	2	-0.4	-1.2	3	-0.5	-0.2	-1.7	4.9	4	4
CC1CCCCC12NC(=O)N(CC(=O)Nc1ccccc1N1CCOCC1)C2=O (configuration not stated)	-0.1	1	0.3	-0.5	5	0.6	0.1	-1.2	-0.8	1	3
COc1ccc(C(=O)Nc2ccc(N3CCCC3)cc2)cc1	-1.2	1	-1.3	1.2	2	0.0	-0.7	-0.5	-3.2	0	17
CCOc1ccc(OCc2ccc(C(=O)O)o2)cc1	2.6	6	-3.9	9.8	-4	0.9	0.5	0.2	1.5	5	10
NC(=S)NNC(=O)c1ccccc1	4.2	-1	0.7	3.2	3	0.4	0.5	0.4	1.9	3	6
COc1ccc(CCC(=O)NCc2cn3ccccc3n2)cc1	1.9	-1	1.1	4.0	2	-0.1	-0.1	-1.3	-0.5	3	-1
CCOc1ncccc1C(=O)N(C)CC1COc2ccccc2O1 (configuration not stated)	-0.9	0	0.3	-2.4	2	-0.4	-0.6	-1.4	1.7	-1	5

Ordered by length of the SMILES (rising): some entries from above.
SMILES	hcDAF-12 act	SMARCA2 act	DAX1 inh-1	hgDAF-12 ag	NPR2 activator	DAX1 inh-2	proKLK7 act	ssDAF12 agonist	FXN GAA850 act	GC-A act	HGIII-sPLA2 inh
CCOc1ncccc1C(=O)N(C)CC1COc2ccccc2O1 (configuration not stated)	-0.9	0	0.3	-2.4	2	-0.4	-0.6	-1.4	1.7	-1	5
O=C(COc1ccccc1)Nc1ccc(S(=O)(=O)Nc2ncccn2)cc1	2.5	1	-0.1	0.0	2	-0.2	0.2	-1.1	3.6	-3	-4
O=C(COC(=O)Cc1ccccc1[N+](=O)[O-])NNC(=O)c1ccc([N+](=O)[O-])cc1	0.7	-3	-0.4	-1.0	-2	-0.7	0.8	-1.5	2.0	0	0

From PubChem BioAssay
